PLK1 PBD inh: inhibitors of human PLK1 polo-box domain binding; Potency, µM, inactives show max response, negative = inhibition, most hits filed as inhibitors; 2.8% of 360,000 active; Plk1 PBD binding of FITC phosphopeptide, fluorescence polarization; P53350; note: potency is the fitted concentration of half-maximal effect; series mostly up to about 57 µM; % is set by controls: 0 for no effect and ±100 for the full control effect; nearly all actives have a fitted effect of over 65% in size
EPAC1 agonist: activates human EPAC1 exchange factor; O95398; 0.073% of 360,000 active; Potency, µM (titrated, usually from 154 µM), for the others: top-dose activation, actives largely listed as activators; AID 720707; EPAC1 agonist qHTS, biochemical assay; response scale: 100% = response to 6.5 mM cAMP; note: potency is the fitted concentration of half-maximal effect; nearly all actives have a fitted effect of over 60% in size
Target sequence (O95398 whole entry, looked up): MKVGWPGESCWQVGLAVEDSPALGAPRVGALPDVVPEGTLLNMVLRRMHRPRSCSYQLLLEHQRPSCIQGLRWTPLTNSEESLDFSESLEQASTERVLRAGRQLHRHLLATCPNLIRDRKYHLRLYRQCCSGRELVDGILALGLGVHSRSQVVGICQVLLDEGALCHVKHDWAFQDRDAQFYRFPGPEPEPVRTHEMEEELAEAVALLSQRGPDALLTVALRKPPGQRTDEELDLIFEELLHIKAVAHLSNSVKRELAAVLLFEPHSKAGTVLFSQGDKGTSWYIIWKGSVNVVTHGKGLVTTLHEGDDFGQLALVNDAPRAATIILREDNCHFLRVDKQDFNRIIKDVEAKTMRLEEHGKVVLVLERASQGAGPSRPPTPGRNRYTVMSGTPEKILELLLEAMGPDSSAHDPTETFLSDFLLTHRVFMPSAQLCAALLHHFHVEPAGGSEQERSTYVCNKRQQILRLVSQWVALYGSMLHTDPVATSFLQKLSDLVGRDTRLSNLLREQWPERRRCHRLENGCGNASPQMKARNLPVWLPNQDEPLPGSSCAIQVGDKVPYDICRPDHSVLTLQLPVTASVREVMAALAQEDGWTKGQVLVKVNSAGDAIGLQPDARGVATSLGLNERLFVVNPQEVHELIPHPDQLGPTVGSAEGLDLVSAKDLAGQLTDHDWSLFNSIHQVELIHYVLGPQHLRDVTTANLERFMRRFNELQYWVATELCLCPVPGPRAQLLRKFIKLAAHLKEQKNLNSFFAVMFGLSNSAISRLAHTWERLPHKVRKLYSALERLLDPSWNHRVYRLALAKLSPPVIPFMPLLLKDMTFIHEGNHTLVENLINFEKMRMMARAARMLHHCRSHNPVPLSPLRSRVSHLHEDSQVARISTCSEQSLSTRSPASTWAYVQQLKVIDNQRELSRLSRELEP
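Multi-concentration qHTS readout: loss of Rap1B-bound BODIPY-GDP fluorescence driven by 100 nM EPAC1 with excess GDP (50 uM), monitored kinetically at room temperature; agonist response expressed relative to 6.5 mM cAMP.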
PI5P4Ka inh: blocks human PI5P4K alpha kinase activity; max response, %; AID 652105; 1.2% of 330,000 active; PI5P4Kalpha enzyme, ADP-Glo luminescence, 60 min; active compounds read low; P48426; active = max response of -50% or lower; inconclusive = between -30% and -50%; inactive = -30% or higher; note: value at the top dose of about 77 µM; % is set by controls: 0 for no effect and ±100 for the full control effect
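Controls without substrate or without enzyme flank wells where PI5P4Kalpha converts substrate using 5 microM ATP (final). Incubation lasts 60 minutes at room temperature; ADP formed is read by ADP-Glo luminescence.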
Abeta rescue: restores growth of yeast expressing A-beta42 peptide; yeast expressing A-beta42, growth rescue, OD600, 48 h; response scale: 0% DMSO, 100% iron-clioquinol control; 0.063% of 410,000 active; Potency, µM (top dose mostly 46.1 µM), for inactives: at the highest dose growth rescue, usual class: activators; AID 1347071; note: potency is the fitted concentration of half-maximal effect; nearly all actives have a fitted effect of over 55% in size
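Yeast growth medium received pinned compounds, then yeast cells expressing toxic A-beta were added; plates incubated at 30 C for 48 hr. Growth read as absorbance at 600 nm, normalized to DMSO and equimolar FeCl3 plus clioquinol controls.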
WRN helicase inh: WRN helicase (human) inhibition | Q14191 | WRN helicase unwinding, fluorescent forked duplex, kinetic | Potency, µM (series often up to 114 µM), for the others: at the highest dose activity change, negative = inhibition, most hits filed as inhibitors | 0.46% of 360,000 active | AID 651768; note: potency is the fitted concentration of half-maximal effect; % is set by controls: 0 for no effect and ±100 for the full control effect; nearly all actives have a fitted effect of over 55% in size
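Enzyme (20 nM final) and test compound sit together 15 min at room temperature before substrate addition. Substrate is a single-forked duplex oligonucleotide (100 nM) labelled with fluorophore and quencher, with 2 mM ATP; helicase unwinding raises red fluorescence, read kinetically.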
EPAC1 antagonist: blocks human EPAC1 exchange factor. Potency, µM (titrated, usually from 115 µM), for inactives: top-dose activity change, negative = inhibition, usual class: inhibitors. EPAC1 GEF assay, Rap1b-BODIPY-GDP exchange fluorescence. O95398. 0.14% of 360,000 active;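 note: potency is the fitted concentration of half-maximal effect; plate controls were vehicle for no effect and positive control for full effect; nearly all actives have a fitted effect of over 50% in size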
IL2 activator: IL-2 activation | IL-2 activation reporter assay, cell-based qHTS; stimulated with anti-CD3/CD4/CD28 beads; in transgenic mouse T cells | activation, % (series mostly up to about 46 µM) | 0.065% of 360,000 active; in the data active = activation above about 50%; inconclusive = mostly about 30% to 49%; note: 0% is about no effect
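Unstimulated transgenic mouse T cells, 750 per well, received compound and, after 60 minutes, anti-CD3/anti-CD4 bead plus anti-CD28 stimulation. EGFP and DsRed were quantified after 18 hours.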
FUS yeast rescue: suppressors of FUS proteinopathy in yeast | S. cerevisiae FUS-expressing, growth rescue, OD600, 24 h | Potency, µM (doses to about 76.6 µM), without a hit: at the top dose growth rescue (activation), most hits filed as activators | 0.24% of 390,000 active | AID 1347120;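 note: potency is the fitted concentration of half-maximal effect; plate controls were DMSO vehicle for no effect and reference control for full effect; nearly all actives have a fitted effect of over 55% in size; some results filed as inactive show a strong effect at the top dose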
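Restored growth of FUS-toxic S. cerevisiae, read as 600 nm absorbance after 24 h at 30C in galactose medium (starting OD 0.005). Controls CP55940 and DMSO.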
aSyn rescue: rescues yeast growth from alpha-synuclein toxicity. Yeast expressing alpha-synuclein, growth rescue, BacTiter-Glo, 24 h. Potency, µM (top dose mostly 46.1 µM), inactives show top-dose growth rescue (activation), most hits filed as activators. 0.14% of 370,000 active. AID 652106; note: potency is the fitted concentration of half-maximal effect; % of control where 0% means no effect; nearly all actives have a fitted effect of over 65% in size
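Readout is rescue of growth in alpha-synuclein-expressing yeast, so inhibitors of toxicity appear as activators. Growth after 24 hr at 30 deg C in galactose medium is quantified by luminescence.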
Active calls of the source: *; u = inconclusive; x = not tested or not shown; [ ] = another dose, or the depositor's remark. Unless noted, calls come from the whole dose curve; as a rule, active = well fitted curve in the direction sought with a large enough effect; inconclusive = small, poorly fitted or top-dose-only effect, or another doubt; inactive = no such curve, though single readings can be large; an effect the other way counts as inactive or inconclusive.

(1) C[C@@H]1CN([C@H](C)CO)S(=O)(=O)c2ccc(C#Cc3ccccc3F)cc2O[C@@H]1CN(C)C(=O)Cc1ccccc1
(2) CS(=O)(=O)N1CCN(C(=O)Cc2ccccc2Cl)CC1
(3) COc1cccc(CN(C)Cc2nc3cc(C(F)(F)F)ccc3c(=O)[nH]2)c1
(4) Cn1cc([N+](=O)[O-])c(C(=O)NNC(=O)c2ccc([N+](=O)[O-])cc2)n1
(5) Cc1cccc(NC(=O)COC(=O)CC2CCCC2)c1C
(6) CCOc1cc2c(cc1C(C)(C)C)NC(=O)CS2
(7) COC(=O)c1sccc1-c1ccc(C(=O)Nc2ccccc2)o1
(8) CC(C)c1nnc(NC(=O)CN2C(=O)c3ccccc3C2=O)s1

Assay by compound,1,2,3,4,5,6,7,8
PLK1 PBD inh,u,-12%,3%,4%,-8%,0%,-3%,2%
EPAC1 agonist,8%,16%,-12%,-13%,1%,-5%,11%,1%
PI5P4Ka inh,-4,4,-2,-8,0,-9,0,x
Abeta rescue,-8%,8%,-8%,8%,15%,-2%[9.22 µM],-31%[inhibitor],16%
WRN helicase inh,-2%,4%,-3%,8%,-2%,-16%,-1%,-14%
EPAC1 antagonist,9%,-5%,-6%,-1%,-10%,-12%,-8%,-10%
IL2 activator,-3.4,-0.8,-2.7,-1.5,0.7,-3.8,-0.7,-0.2
FUS yeast rescue,u,3%,37%,-35%,1%,-36%,34%,5%
aSyn rescue,3%,-5%,-2%,7%,1%,-5%,10%,0%

Overlap with the part before: four compounds; new compounds follow.
(5) Cc1cccc(NC(=O)COC(=O)CC2CCCC2)c1C
(6) CCOc1cc2c(cc1C(C)(C)C)NC(=O)CS2
(7) COC(=O)c1sccc1-c1ccc(C(=O)Nc2ccccc2)o1
(8) CC(C)c1nnc(NC(=O)CN2C(=O)c3ccccc3C2=O)s1
(9) COc1ccc(NC(=O)CCCC2CCCCC2)c(OC)c1
(10) Clc1ccc(/C=N\Nc2ccccc2)cc1
(11) Cc1onc(-c2ccccc2Cl)c1C(=O)NCc1ccccc1F
(12) CCC(=O)N1Cc2ccccc2-c2ccccc2C1=O
(13) c1ccn(CCc2ccncc2)c1
(14) S=C(NCCCN1CCOCC1)Nc1ccc(Nc2ccccc2)cc1
(15) CNc1ncnc2c1ncn2[C@H]1CN(Cc2ccc(Cl)cc2)C[C@@H](CO)O1
(16) CCn1c(=O)c(C(=O)NNS(=O)(=O)c2ccc(NC(=O)OC)cc2)c(O)c2ccccc21

Assay by compound,5,6,7,8,9,10,11,12,13,14,15,16
PLK1 PBD inh,-8%,0%,-3%,2%,0%,-8%,-1%,2%,-10%,u,-5%,4%
EPAC1 agonist,1%,-5%,11%,1%,-1%,-10%,3%,10%,3%,-2%,-20%,-4%
PI5P4Ka inh,0,-9,0,x,14,1,3,10,-2,0,-9,-5
Abeta rescue,15%,-2%[9.22 µM],-31%[inhibitor],16%,19%,16%,4%,19%,1%,3%,-21%,-2%
WRN helicase inh,-2%,-16%,-1%,-14%,-11%,3%,2%,2%,11%,-9%,3%,2%
EPAC1 antagonist,-10%,-12%,-8%,-10%,-14%,-9%,18%,-5%,-17%,2%,-4%,12%
IL2 activator,0.7,-3.8,-0.7,-0.2,-3.8,0.3,-0.6,-0.3,-0.3,-0.4,-0.2,-0.8
FUS yeast rescue,1%,-36%,34%,5%,9%,5%,10%,-9%,-35%,12%,-2%,-31%
aSyn rescue,1%,-5%,10%,0%,7%,13%,11%,8%,4%,-2%,-4%,1%

Among those listed so far, these have fluorine.
(1) C[C@@H]1CN([C@H](C)CO)S(=O)(=O)c2ccc(C#Cc3ccccc3F)cc2O[C@@H]1CN(C)C(=O)Cc1ccccc1
(3) COc1cccc(CN(C)Cc2nc3cc(C(F)(F)F)ccc3c(=O)[nH]2)c1
(11) Cc1onc(-c2ccccc2Cl)c1C(=O)NCc1ccccc1F

Assay by compound,1,3,11
PLK1 PBD inh,u,3%,-1%
EPAC1 agonist,8%,-12%,3%
PI5P4Ka inh,-4,-2,3
Abeta rescue,-8%,-8%,4%
WRN helicase inh,-2%,-3%,2%
EPAC1 antagonist,9%,-6%,18%
IL2 activator,-3.4,-2.7,-0.6
FUS yeast rescue,u,37%,10%
aSyn rescue,3%,-2%,11%

The listing continues:
(17) O=C(O)CSc1nnc2n(-c3ccccc3)c(=O)c3ccccc3n12
(18) CC(C)CC1Nc2ncnc(N3CCOCC3)c2N(Cc2ccc(Br)cc2)C1=O (configuration not stated)
(19) CC1(C)CC(=O)C2=C(C1)NC(SCC(=O)Nc1ccccc1)=C(C#N)C2c1ccco1 (configuration not stated)
(20) C=CCNC(=O)Nc1ccc2nc(C)sc2c1
(21) COc1ccc(OC)c(CCNC(=O)CC2(CC3=NS(=O)(=O)c4ccccc4N3)CCCC2)c1
(22) COc1ccc(CN2C(=O)C(C)N(C(=O)c3c(F)cccc3F)c3ccccc32)cc1 (configuration not stated)
(23) COc1cc(NC(=O)c2csc3c2CCCC3)ncn1

Assay by compound,17,18,19,20,21,22,23
PLK1 PBD inh,-2%,-12%,1%,-1%,-5%,-7%,-12%
EPAC1 agonist,8%,2%,3%,5%,-15%,0%,-2%
PI5P4Ka inh,2,-2,2,6,6,8,x
Abeta rescue,-4%,7%,6%,-24%,-3%,-17%,12%
WRN helicase inh,16%,6%,-11%,1%,-3%,-7%,-8%
EPAC1 antagonist,-17%,-4%,-18%,17%,-17%,-8%,-11%
IL2 activator,-0.1,-2.0,-0.4,-0.2,-2.7,-0.8,0.7
FUS yeast rescue,18%,15%,20%,20%,-13%,16%,-17%
aSyn rescue,-2%,1%,6%,-5%,-3%,-5%,8%

Results in WRN helicase inh and PLK1 PBD inh (3 entries from above):
no.	SMILES	WRN helicase inh	PLK1 PBD inh
21	COc1ccc(OC)c(CCNC(=O)CC2(CC3=NS(=O)(=O)c4ccccc4N3)CCCC2)c1	-3%	-5%
22	COc1ccc(CN2C(=O)C(C)N(C(=O)c3c(F)cccc3F)c3ccccc32)cc1 (configuration not stated)	-7%	-7%
23	COc1cc(NC(=O)c2csc3c2CCCC3)ncn1	-8%	-12%

High-throughput results deposited in PubChem by National Center for Advancing Translational Sciences (NCATS).
